# Screens from PubChem BioAssay.
# ZTA DNA inh: blocks Epstein-Barr virus ZTA, an EBNA-1 counter-screen; AID 2234; 0.15% of 320,000 active; inhibition, % at 11 µM; P03206; ZTA-DNA binding, fluorescence polarization; in the data active means inhibition above about 33%
# procasp3 activ: activates human procaspase-3. P42574. recombinant procaspase-3 D3A, Ac-DEVD-pNA absorbance 405 nm. activation, % at 8.5 µM. 0.11% of 330,000 active. AID 463141;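 active means activation above the mean of all tested compounds plus 3 SD, cut at about 21% in these data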;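 further: 0% = DMSO alone and 100% = DMSO wells spiked with extra 5 µM PC-3 D3A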
#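 Assay system: Autoprocessing-dead procaspase-3 D3A mutant enzyme; also added: Ac-DEVD-pNA; doses: one concentration, 8.5 µM nominal, 0.8% DMSO; times: 1 h compound preincubation, 2 h substrate hydrolysis at 25 °C; technique: 405 nm absorbance of p-nitroaniline, reads at 0 and 120 min; measure: % activation between DMSO and enzyme-spiked controls; repeats: single replicate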
# LAP4 TOR yeast: modulators of TOR pathway LAP4-GFP in S. cerevisiae; 0.34% of 320,000 active; AID 2023; GFP response vs DMSO, % at 10 µM; S. cerevisiae LAP4-GFP multiplex, flow cytometry GFP, 3 h; median GFP as percent of DMSO wells;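 active means GFP response vs DMSO above a set limit, about the screen mean plus 3 SD, cut at about 150% in these data; inconclusive means under 70 cell events counted for the yeast strain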
# RPL19A-GFP yeast: alters RPL19A-GFP fluorescence in TOR pathway yeast screen. AID 2025. S. cerevisiae RPL19A-GFP strain, flow cytometry, 3 h; active compounds read low. 0.3% of 330,000 active. percent response vs DMSO, % at 10 µM;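 active means percent response vs DMSO below 50%; inconclusive means fewer than 70 events counted for the yeast strain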;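 further: median channel GFP fluorescence of the barcoded RPL19A-GFP strain; ratio of sample median GFP to plate DMSO average so 100% = DMSO; lower means less RPL19A-GFP as with rapamycin TOR inhibition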
# procasp7 counter: activates human procaspase-7, counter-screen for procaspase-3 activators. P55210. recombinant procaspase-7, Ac-DEVD-pNA absorbance 405 nm; D23A/D198A/D206A triple mutant, cannot self-cleave; scale: DMSO 0, 5 µM enzyme 100. activation, % at 8.5 µM. 0.093% of 330,000 active. AID 463210;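 active means percent activation above the screen-wide mean plus 3 SD, cut at about 25% in these data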
#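 System: Procaspase-7 triple mutant (PC-7 D3A); measure: % activation from two-timepoint absorbance difference, scaled to controls; times: 1 h compound preincubation, 2 h substrate cleavage, 25 °C; also added: Ac-DEVD-pNA substrate, 400 µM as added; measured by: Epi-absorbance of released pNA at 405 nm, two timepoints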
# AHR act: activates the human aryl hydrocarbon receptor; P35869; AHR-responsive luciferase reporter cells, luminescence; activation, % at 5 µM; 2.5% of 320,000 active; in the data active means activation above about 47%;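 further: 0% = vehicle wells and 100% = reference agonist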
# EBNA-1 inh: blocks EBNA-1 binding to DNA | EBNA-1 DNA binding, fluorescence polarization | inhibition, % at 14.8 µM | 0.34% of 300,000 active | AID 1950; in the data active means inhibition above about 28%
# MEP2-GFP yeast: modulators of TOR pathway MEP2-GFP in S. cerevisiae. S. cerevisiae MEP2-GFP strain, flow cytometry GFP, 3 h; 100% = DMSO control level. 0.51% of 330,000 active. GFP response vs DMSO, % at 10 µM. AID 2016;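 active means GFP response versus DMSO above a set limit, roughly screen mean plus 3 SD, cut at about 180% in these data; inconclusive means fewer than 70 cells counted for a yeast strain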;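 further: median GFP fluorescence of the barcode-gated MEP2-GFP cells per well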
# * marks the source's active call; other numbers are inactive results; ? = inconclusive; nt = not tested or not shown; [ ] = dose if it differs, or a comment. Not a hit list; overall some 3.8% were active at least once.
SMILES,ZTA DNA inh,procasp3 activ,LAP4 TOR yeast,RPL19A-GFP yeast,procasp7 counter,AHR act,EBNA-1 inh,MEP2-GFP yeast
CNC(=O)Cc1nc2ccccc2n1CC(=O)Nc1cc(C)cc(C)c1,3.7,-0.2,100.5,96.7,0.8,0.8,13.3,98.9
CC(C)CCNC(=O)CN(CC1CCCO1)C(=O)CCC(=O)Nc1nccs1 (stereo not given),-5.2,11.3,99.6,98.8,0.9,2.9,-7.5,103.6
C#CCOCCOCCOCCNc1nc(N2CCN(C(=O)C([C@@H](C)CC)n3cc(C(N)COC(=O)C(F)(F)F)nn3)CC2)nc(N2CCN(C(=O)[C@H](Cc3cc4ccccc4[nH]3)n3cc(C(N)CO)nn3)CC2)n1 (stereo not given in full),-9.9,9.8,117.7,104.0,2.1,10.8,-14.9,90.5
COCCCNCCOCCOc1c(OC)cccc1OC,-0.7,1.1,92.8,95.0,12.6,0.6,12.2,96.7
O=S(=O)(c1ccccc1)N1CCC(O)(CSc2ccc(Cl)cc2)CC1,3.6,0.1,98.6,103.6,7.5,-2.6,-3.4,108.1
COc1ccc(C2CC(=O)CC(=O)C2n2cncn2)cc1 (stereo not given),9.9,-3.1,93.5,100.2,-4.5,0.1,2.4,94.3
COc1ccc(CCNC(=O)COc2ccc(S(=O)(=O)NC(C)C)cc2Cl)cc1OC,5.5,-5.7,111.5,103.6,-3.1,-1.7,1.5,110.1
CC1=C(C#N)c2nc(N)c(C#N)c(C)c2/C1=C\c1ccc(C)cc1,2.8,-2.4,175.5*,95.9,-10.7,10.5,2.4,102.6
CC(=O)NNC(=O)c1csc(Cc2c(Cl)sc3ccc(Cl)cc23)n1,-7.0,-6.0,97.0,91.7,8.7,10.0,-5.1,90.8
CC(C)SCC(=O)Nc1ncc2c(n1)-c1ccccc1CC2,-23.6,-4.1,103.5,99.3,-1.0,4.9,-0.5,101.7
O=C(O)CCc1ccc(-c2ccccc2)n1NC(=O)c1sc2ccccc2c1Cl,0.6,-6.3,110.4,110.9,-12.9,5.4,-4.4,110.1
Cc1nc2ccc([N+](=O)[O-])cc2s1,-6.2,-1.3,100.7,95.2,4.9,-1.5,2.4,100.8
S=C(NCCCn1ccnc1)Nc1cccc(Cl)c1,1.8,2.5,97.3,95.8,1.0,49.1*,-3.5,94.8
O=C(Cc1ccccc1[N+](=O)[O-])NCc1ccc(Cl)cc1,-1.5,-2.3,90.8,98.2,-0.2,12.8,-3.4,96.9
CCNC(=O)C/C(C)=N/NC(=O)C12CC3CC(CC(C3)C1)C2,1.3,-13.4,96.5,97.3,-2.0,9.3,-6.9,96.6
Cc1ccc(CNC(=O)C2CCN(S(=O)(=O)N3CCC4(CC3)OCCO4)CC2)cc1,-17.8,-4.2,101.3[may fluoresce red and violet],?,5.5,3.1,10.0,?
CCOC(=O)c1ccc(NC(=O)C2CCCN(c3cnccn3)C2)cc1 (stereo not given),3.1,-1.0,96.8,103.5,-8.2,62.5*,-12.6,98.7
Cc1ccc(N(CC(=O)Nc2ccc(F)cc2)S(=O)(=O)N2CCCC2)cc1,-13.2,-0.2,98.7,98.8,-0.1,-1.4,6.5,104.8
CC(NC(=O)c1ccc(OC2CCN(Cc3ccccn3)CC2)cc1)c1nccs1 (stereo not given),-10.9,6.4,91.5,96.1,-5.2,0.6,1.9,94.8
CC(=O)N(C1=C(N2CCOCC2)C(=O)c2ccccc2C1=O)c1ccc(C(=O)O)cc1,-6.2,-8.5,101.6,97.2,-7.8,2.1,-3.6,93.8
COc1ccc(NC(=O)C(CC(C)C)NS(=O)(=O)c2ccc3c(c2)CCN3C(C)=O)cc1OC (stereo not given),7.3,1.4,96.0,100.0,5.5,1.4,-3.9,100.0
Cc1noc(C)c1S(=O)(=O)N1CCC(C(=O)NCCc2ccc(S(N)(=O)=O)cc2)CC1,-0.8,1.1,96.0,102.7,9.9,-1.8,-2.2,93.8
O=C(N/C(=C/c1cccnc1)C(=O)N1CCOCC1)c1ccccc1,-0.5,-0.7,109.6,104.4,4.4,-1.2,8.5,107.8
Cc1ccc(S(=O)(=O)c2ccc(Oc3cccc(C)c3)cc2)cc1,0.7,-0.3,95.0,100.4,-1.0,1.8,-0.1,96.7
O=C(CN(CCc1ccccc1)S(=O)(=O)c1ccc(Br)cc1)N/N=C/c1ccc2c(c1)OCO2,-2.4,-2.6,95.5,100.4,-2.0,0.5,5.9,104.9
O=C1NC(c2ccc(Br)cc2)=N/C1=C/c1ccco1,-6.0,-4.2,111.0,97.6,4.4,14.8,-4.4,101.8
CCOC(=O)C1CCN(C(=O)CN(c2cccc(C(F)(F)F)c2)S(C)(=O)=O)CC1,19.4,5.2,101.5,99.5,1.7,4.7,10.8,100.2
C=CCNC(=O)COC(=O)/C=C/c1cccs1,0.4,0.6,107.9,100.2,0.3,0.6,-11.8,99.8
CCNC(=S)N(Cc1cc2cc(C)cc(C)c2[nH]c1=O)C1CCCC1,-1.4,2.6,99.4,101.2,5.2,19.5,6.8,101.6
N#CCC1c2ccccc2CCN1C(=O)Nc1cccc(Cl)c1 (stereo not given),-2.6,0.3,114.0,99.7,-2.2,8.5,-0.9,103.0
O=C(CN(C(=O)c1csnn1)c1cccc(C(F)(F)F)c1)NC1CCCC1,-8.0,-6.7,91.2,91.8,-12.1,-0.2,-13.8,96.5
CCCCCc1c(C)nc(Nc2nc(C)c3cc(OC)ccc3n2)[nH]c1=O,7.3,0.3,103.7,92.9,3.1,5.9,-23.8,102.1
Cc1ccc2[nH]c3c(NCCCN4CCCC4=O)ncnc3c2c1,10.9,4.9,98.6,97.2,-0.6,85.8*,-5.1,108.5
O=C(N=C1c2ccccc2CN1c1ccc(F)c(F)c1)c1cccnc1,9.1,1.3,80.7,101.1,3.5,-1.3,1.7,97.7
COC(=O)c1cc(OC)c(OC)cc1NC(=O)c1ccc(OC)cc1,-11.8,3.6,98.3,96.9,4.7,3.8,0.5,103.6
CCC1(C)Cc2c(sc3nc(SC)nc(NCCN(C)C)c23)CO1 (stereo not given),5.7,3.5,92.2,97.5,0.9,3.2,-5.5,98.2
O=C(CCNC(=O)c1ccccc1Cl)NCC(c1ccco1)N1CCCC1 (stereo not given),-15.0,-1.1,95.4,83.1,1.1,1.1,-2.2,80.3
Cc1ccnc(NCc2c(O)ccc3ccccc23)c1,5.8,-16.4,104.6,97.6,-26.7,13.8,-2.6,94.0
CCOC(=O)c1sc(NC(=O)CCN2CCCCCC2)c(C(=O)OCC)c1C,-2.9,-4.5,89.5,100.2,0.6,-1.9,5.2,100.1
COc1ccc(-c2nc(-c3cccs3)c(-c3cccs3)[nH]2)cc1O,-3.0,-9.4,164.4*,67.5,-11.2,47.5*,-17.1,101.3
COC(=O)c1c(NC(C)=O)sc(C(=O)Nc2ccccc2F)c1C,-0.8,-7.6,104.4,99.6,-0.4,2.0,9.6,91.4
CCCCCC(=O)Nc1ccc(N2CCN(S(C)(=O)=O)CC2)cc1,-4.2,-0.1,106.4,101.0,-2.4,-0.2,-3.5,110.2
O=C(Cc1c(F)cccc1Cl)Nc1ccccc1-c1ccccc1,3.9,-2.3,114.1,99.9,-0.7,2.4,2.7,102.8
CN(C)S(=O)(=O)c1ccc(N2CCCC2)c(C(=O)NNC(=O)c2ccc(Br)cc2)c1,-9.6,0.4,99.6,100.0,5.8,-0.2,-9.1,94.4
CCCn1cnc2scc(-c3ccc(OC)cc3)c2c1=O,-12.2,-13.2,98.3,103.1,2.4,40.0,-7.8,108.8
CC(Sc1ccccc1)C(=O)N1CCN(S(=O)(=O)c2ccccc2F)CC1 (stereo not given),-12.5,0.6,93.8,101.3,1.5,-6.0,5.8,100.9
COc1ccc(NC(=O)CSc2nc3c(c(=O)n2-c2ccc(F)cc2)SCC3)c(OC)c1,1.9,-1.8,95.2,97.5,2.7,3.8,-3.5,97.0
Cc1cc([N+](=O)[O-])ccc1NC(=O)c1cncc(Br)c1,6.3,-2.1,102.2,100.7,18.2,0.8,-2.2,111.5
CN(CCc1ccccn1)S(=O)(=O)c1ccc(F)cc1,-4.6,-3.7,108.9,99.0,-4.0,-0.2,5.6,100.9
N#Cc1cnc(SCC(=O)NNC(=O)COc2cccc3ccccc23)nc1N,-25.2,5.8,94.8,108.2,3.3,38.8,14.0,104.9
NS(=O)(=O)c1cc(C(=O)Nc2ccc3c(c2)CCC3)ccc1Cl,13.3,8.0,106.8,103.4,8.0,16.6,-3.3,99.6
O=C(NCC(c1ccco1)N1CCN(c2ccc(F)cc2)CC1)c1ccc2c(c1)OCO2 (stereo not given),-1.0,0.3,91.8,93.9,12.0,-0.1,-6.0,97.2
CCCN(CCC)C(=O)c1c(C)[nH]c(C(=O)OCC)c1C,9.0,1.5,105.0,97.2,5.4,-0.5,2.6,109.9
CCOC(=O)c1sc2nc(NC(=O)C3CCCCC3)sc2c1C,-1.0,4.0,83.2,98.2,2.2,-0.3,-1.5,93.0
CC1CCN(C(=O)c2cc3ccccc3cc2O)CC1,4.6,9.8,92.0,85.7,-4.5,15.1,13.2,81.6
O=C(CSc1nc(-c2ccccc2)nc2ccc(F)cc12)Nc1ccc(C(=O)O)cc1,5.1,-2.7,102.8,99.3,5.7,2.3,6.7,104.5
CC(C)c1ccc(N2C(=O)CSC23C(=O)N2CCCc4cccc3c42)cc1 (stereo not given),6.1,-2.2,86.1,89.6,-6.5,0.3,-3.8,93.2
Cc1ccc(NC(=O)C2COc3ccccc3O2)cc1S(=O)(=O)N1CCCCC1 (stereo not given),-7.8,-2.6,92.0,89.2,4.0,2.1,nt,94.1
O=C(NCCN1CCOCC1)c1cccc(S(=O)(=O)N2CCCCC2)c1,-9.3,-0.1,102.9,84.3,-4.5,2.2,2.4,94.5
COc1ccc(NC(=O)CSc2nnc(-c3cc(C)[nH]n3)n2N)cc1,15.5,6.1,97.5,99.3,-2.7,1.1,1.0,98.0

# Two records drawn at random from those above:
SMILES,ZTA DNA inh,procasp3 activ,LAP4 TOR yeast,RPL19A-GFP yeast,procasp7 counter,AHR act,EBNA-1 inh,MEP2-GFP yeast
CN(CCc1ccccn1)S(=O)(=O)c1ccc(F)cc1,-4.6,-3.7,108.9,99.0,-4.0,-0.2,5.6,100.9
CC(C)c1ccc(N2C(=O)CSC23C(=O)N2CCCc4cccc3c42)cc1 (stereo not given),6.1,-2.2,86.1,89.6,-6.5,0.3,-3.8,93.2

# Further results
SMILES,ZTA DNA inh,procasp3 activ,LAP4 TOR yeast,RPL19A-GFP yeast,procasp7 counter,AHR act,EBNA-1 inh,MEP2-GFP yeast
O=C(Oc1cccc2c(OC(=O)N3CCOCC3)cccc12)N1CCOCC1,5.7,-5.5,96.8,100.3,6.6,-3.6,-1.1,102.7
COc1ccc(CC(=O)OCC(=O)c2ccc(F)cc2)cc1,nt,-0.5,96.2,100.1,11.3,-0.6,nt,100.1
CCCN(CC1CC1)C(=S)NC(=O)C1CC1,-7.2,-1.5,97.6,96.1,5.0,2.5,0.1,105.9
CC1(C)CC(=O)C2=C(C1)Nc1ccccc1NC2c1ccccn1 (stereo not given),21.5,0.5,101.0,99.6,11.2,1.2,7.7,105.1

# Part of the list above, with bars between the fields.
Molecule | ZTA DNA inh | procasp3 activ | LAP4 TOR yeast | RPL19A-GFP yeast | procasp7 counter | AHR act | EBNA-1 inh | MEP2-GFP yeast
CC1(C)CC(=O)C2=C(C1)Nc1ccccc1NC2c1ccccn1 (stereo not given) | 21.5 | 0.5 | 101.0 | 99.6 | 11.2 | 1.2 | 7.7 | 105.1
CCCN(CC1CC1)C(=S)NC(=O)C1CC1 | -7.2 | -1.5 | 97.6 | 96.1 | 5.0 | 2.5 | 0.1 | 105.9
